TSHR antag – antagonists of human thyroid stimulating hormone receptor | P16473 | TSHR-expressing cells, TSH-stimulated cAMP HTRF, 2 h; active compounds read low | activity change, negative = inhibition, % at 11.5 µM | 330,000 tested, 0.2% active;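 active = activity change below a set negative limit, meaning inhibition stronger than a set level, cut at about -70% in these data; inconclusive = activity change between two set negative limits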; also: % is scaled to controls: 0 for no effect and ±100 for the full control effect
Target sequence (P16473 whole entry, looked up): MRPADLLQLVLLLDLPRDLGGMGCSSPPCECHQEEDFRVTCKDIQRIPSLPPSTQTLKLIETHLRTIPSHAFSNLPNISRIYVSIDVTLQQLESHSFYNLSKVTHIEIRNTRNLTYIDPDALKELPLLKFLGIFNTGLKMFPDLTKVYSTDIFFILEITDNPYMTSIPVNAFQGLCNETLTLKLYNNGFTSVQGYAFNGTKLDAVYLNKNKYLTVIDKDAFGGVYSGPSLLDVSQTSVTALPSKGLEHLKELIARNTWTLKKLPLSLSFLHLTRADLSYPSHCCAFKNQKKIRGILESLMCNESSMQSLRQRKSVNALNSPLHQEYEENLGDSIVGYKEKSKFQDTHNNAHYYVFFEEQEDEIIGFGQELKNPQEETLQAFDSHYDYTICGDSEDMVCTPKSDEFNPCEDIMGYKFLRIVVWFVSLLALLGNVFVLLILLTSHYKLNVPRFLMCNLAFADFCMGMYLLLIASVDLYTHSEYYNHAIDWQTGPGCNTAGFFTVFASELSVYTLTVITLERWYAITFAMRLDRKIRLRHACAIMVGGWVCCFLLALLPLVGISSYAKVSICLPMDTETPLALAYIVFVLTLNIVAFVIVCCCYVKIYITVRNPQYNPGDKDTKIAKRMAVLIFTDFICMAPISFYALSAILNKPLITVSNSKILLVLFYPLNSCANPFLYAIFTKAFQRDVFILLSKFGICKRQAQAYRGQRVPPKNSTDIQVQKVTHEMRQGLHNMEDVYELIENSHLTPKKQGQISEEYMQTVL
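Read-out is FRET at 665 nm (cryptate excitation 337 nm) from a cryptate-tagged anti-cAMP antibody, competed by cell cAMP against cAMP-d2. Compounds are tested on freshly harvested TSHR cells challenged with 4nM TSH (EC80) for 2 hours at 37 deg C.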
ELG1 repair inh – inhibitors of ELG1-dependent DNA repair in HEK293T cells. HEK293T ELG1-luciferase reporter, luminescence, 16 h; DNA damage induced by 5-fluorouridine. Potency, µM (doses to about 46.1 µM), for inactives: top-dose activity change, negative = inhibition, actives largely listed as inhibitors. 330,000 tested, 2.3% active. AID 504467; also: potency is read from the fitted curve at half-maximal effect; % is scaled to controls: 0 for no effect and ±100 for the full control effect; nearly all actives have a fitted effect of over 55% in size
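Reporter activity after DNA damage by 5-fluorouridine is monitored. Compound-treated cells incubate 16 hr at 37 °C, then ONE-Glo is added for 30 min before luminescence reading.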
Eya2 phos inh – Eya2 (human) phosphatase inhibition; Potency, µM (top dose mostly 76.9 µM), for inactives: at the highest dose activity, negative = inhibition, most hits filed as inhibitors; O00167; recombinant Eya2, OMFP fluorescence dephosphorylation (OMFP is methylfluorescein phosphate); 330,000 tested, 0.006% active; also: potency is read from the fitted curve at half-maximal effect; % is scaled to controls: 0 for no effect and ±100 for the full control effect
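Eya2 (0.2 uM) preincubated 10 min at ambient with compound, then OMFP substrate added at 50 uM; 10 min reaction in 50 mM HEPES pH 7.5, 50 mM NaCl, 5 uM MgCl2, 0.05% BSA, 1 mM DTT. Fluorescence read at Ex 485/Em 525 nm.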
AT treatment – potential ataxia-telangiectasia treatment; 320,000 tested, 0.19% active; AID 485349; […] A-T fibroblasts, KAP-1 phosphorylation AlphaLISA; neocarzinostatin DNA damage 30 min before lysis; Potency, µM (top dose mostly 57.5 µM), without a hit: at the highest dose activation, hits mostly activators; also: potency is read from the fitted curve at half-maximal effect; % of control where 0% means no effect; nearly all actives have a fitted effect of over 45% in size
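ATM-like activity read as KAP-1 phosphorylation via AlphaLISA donor/acceptor antibody pairs after lysis and 6 hr at 25C. Cells were ATM-null patient fibroblasts ([…], hTERT), dosed 60 min, then exposed to the DSB inducer NCS for 30 min.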
Mito fusion act – blocks mitochondrial division or promotes mitochondrial fusion | S. cerevisiae fusion-defective mutant growth rescue, CellTiterGlo 48 h | 320,000 tested, 0.23% active | Potency, µM (doses to about 46.1 µM), for the others: top-dose growth rescue (activation), hits mostly activators;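 also: potency is read from the fitted curve at half-maximal effect; % of control where 0% means no effect; nearly all actives have a fitted effect of over 45% in size; temperature-sensitive fusion mutants such as fzo1-1 at 37 °C on non-fermentable ethanol glycerol medium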
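Growth-rescue viability read-out: after 48 h at the non-permissive 37C in glycerol/ethanol YPEG, yeast mitochondrial fusion mutants are measured by CellTiterGlo luminescence; compounds (23 nl pinned per well) restoring growth score as division inhibitors or fusion activators.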
KCNH2 3.1 block – blocks the human KCNH2 3.1 channel isoform. activity change, % (tested at about 1.8 µM). AID 720553. 340,000 tested, 0.95% active. U2OS KCNH2 3.1, thallium flux FluxOr; active compounds read low;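 active = maximum activity change below -70%; inconclusive = maximum activity change from -70% to -50%; inactive = maximum activity change above -50%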;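 also: thallium influx rate constant from kinetic fluorescence after stimulation buffer; % is scaled to controls: 0 for no effect and ±100 for the full control effect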
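U2OS cells transduced with KCNH2 3.1 mutant virus (1.77 x 10^8 /mL, 4 h), plated overnight at 37 C, loaded 45 min with FluxOr dye plus Red40 quencher. Thallium flux rate constant from kinetic reads after stimulation buffer, normalised to controls.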
USP2a inh – USP2a (human) protease inhibition; USP2 core, Ub-CHOP2 coupled fluorogenic reporter, 485/531; Potency, µM (titrated, usually from 38.3 µM), inactives show top-dose activity change, negative = inhibition, most hits filed as inhibitors; 330,000 tested, 0.01% active; AID 463254;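 also: potency is read from the fitted curve at half-maximal effect; plate controls were DMSO wells for no effect and full inhibition by NEM control for full effect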
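Cell-free coupled assay: 10nM USP2 core preincubated 30min RT with compound in Tris-HCl pH 8.0/CaCl2/CHAPS buffer, then 25nM Ub-CHOP2 and 25nM reporter substrate; fluorescence (Ex 485/Em 531) read after 60min RT, normalized to NEM inhibition, concentration-response curves fitted.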
TRPV1 agonist – human TRPV1 agonism. Q8NER1. TRPV1-expressing cells, Fluo-8 calcium influx, agonist mode. activation, % at 8.33 µM. 320,000 tested, 0.19% active. AID 540275; in the data active = activation above about 80%; inconclusive = between about 30% and that limit; also: 0% is about no effect
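Fluo-8 calcium influx in TRPV1-expressing cells, kinetic read (ex 480/em 520 nm). Compound added and read 3 min for agonist activity, followed by capsaicin at EC20 final and 2 min further read for enhancement.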
TCR act – activators of T cell receptors; primary human leukocytes, anti-CD3, IL-2 HTRF, 48 h; Potency, µM (highest dose often 9.22 µM), without a hit: top-dose activation of IL-2 secretion, actives largely listed as activators; 330,000 tested, under 10 active; AID 504894; also: % of control where 0% means no effect
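IL-2 produced over 48 hr by a-CD3 bead-stimulated primary human leukocytes exposed to compounds was detected with a homogeneous time-resolved FRET immunoassay, 665nm acceptor signal after 320nm excitation.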
KCNH2 WT inh – blocks the wildtype human KCNH2 potassium channel. activity change, % at 1.84 µM. AID 720551. Q12809. U2OS, BacMam KCNH2, thallium flux FluxOr; active compounds read low. 340,000 tested, 0.37% active;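 active = maximum activity change below -70%; inconclusive = maximum activity change between -70% and -50%; inactive = maximum activity change above -50%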; also: % is scaled to controls: 0 for no effect and ±100 for the full control effect
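U2OS cells were transduced with wild-type KCNH2 virus (2.03 x 10^8 / mL) for 4 h at room temperature, then cultured overnight at 37 C. Thallium flux was read with FluxOr dye. Rate constants were normalized to DMSO controls.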
An asterisk follows results filed as active; ? = inconclusive; . = no result given; [ ] = remark or other dose. Unless noted, calls follow the shape of the dose curve; as a rule, active = well fitted curve in the direction sought with a large enough effect; inconclusive = small, poorly fitted or top-dose-only effect, or another doubt; inactive = no such curve, though single readings can be large; an effect the other way counts as inactive or inconclusive.

canonical_smiles	TSHR antag	ELG1 repair inh	Eya2 phos inh	AT treatment	Mito fusion act	KCNH2 3.1 block	USP2a inh	TRPV1 agonist	TCR act	KCNH2 WT inh
COc1ccc(NC2CCCN(C(=O)C3(C)CCCCC3)C2)cc1OC (stereo not drawn)	5	?	2%	2%	-9%	-3	-1%	15	-8%	-2
COC(=O)c1sccc1-n1cccc1C(=O)C(=O)Nc1ccc(F)cc1	8	?	1%	3%	0%	-13	2%	9	-3%	3
COCCN(C(=O)c1csnn1)C(C(=O)NC1CCCC1)c1ccccc1 (stereo not drawn)	12	23%	?	-10%	4%	3	-1%	4	6%	-14
Cc1cc(Oc2ccc(C#N)cc2)nc(N2CCOCC2)n1	3	15%	3%	-3%	3%	3	0%	8	-5%	3
Cc1cc2cc(CNC(=S)Nc3ccc(OC(F)(F)F)cc3)ccc2n1C	-10	11%	4%	-11%	-6%	3	3%	4	-3%	-5
Cc1ccc(S(=O)(=O)c2cc3ccc(O)cc3oc2=O)cc1C	-7	-4%	4%	20µM*	2%	4	9%	6	-5%	-6
COc1cc(NC(=O)Cn2ccsc2=N)c(C)cc1[N+](=O)[O-]	-3	3%	7%	-2%	-2%	-6	0%	-5	-22%	.
O=S(=O)(O)c1cccc2c(N=Nc3ccc(O)c4ncccc34)cccc12	-5	-11%	-9%	-7%	0%	-6	-9%	-2	2%	1
Cc1sc2nc(COC(=O)c3ccc(Cl)c(N)c3)[nH]c(=O)c2c1C	6	?	-11%	-7%	9%	-4	-6%	1	5%	-1
Oc1ccc2ccccc2c1/C=N/Nc1nnc(-c2ncc[nH]2)c2ccccc12	19	?	6%	-6%	-2%	-17	1%	4	5%	-8
CC1(C)CC(=O)c2cc(C(=O)NC3CCSC3=O)c(=O)n(-c3ccc(Cl)cc3)c2C1 (stereo not drawn)	-3	-16%	0%	-3%	7%	12	-1%	0	-9%[46.1 µM]	20
Cc1ccc(NC(=O)[C@H](C)NC(=O)C2CCN(C(=O)[C@@H](N)CC(C)C)CC2)cc1	8	0%	-4%	9%	-1%	20	1%	5	0%	1

Compound profiles, as listed above. Order of values: TSHR antag	ELG1 repair inh	Eya2 phos inh	AT treatment	Mito fusion act	KCNH2 3.1 block	USP2a inh	TRPV1 agonist	TCR act	KCNH2 WT inh
Profile of Cc1ccc(S(=O)(=O)c2cc3ccc(O)cc3oc2=O)cc1C : -7	-4%	4%	20µM*	2%	4	9%	6	-5%	-6
Profile of Cc1cc2cc(CNC(=S)Nc3ccc(OC(F)(F)F)cc3)ccc2n1C : -10	11%	4%	-11%	-6%	3	3%	4	-3%	-5

Further entries follow:
canonical_smiles	TSHR antag	ELG1 repair inh	Eya2 phos inh	AT treatment	Mito fusion act	KCNH2 3.1 block	USP2a inh	TRPV1 agonist	TCR act	KCNH2 WT inh
CCCc1nc2oc3c(NCCCN(C)C)ncnc3c2c2c1CCCC2	3	?	-12%	-5%	-4%	0	-5%	12	3%	-1
O=C(Cc1cccc(NC(=O)C2CCN(C(=O)C3CC3)CC2)c1)Nc1cccc(C(=O)N2CCCC2)c1	13	10%	1%	-10%	3%	-26	1%	0	-5%	-13
NC(=O)C1CCN(C(=O)CSc2nc3ccccc3s2)CC1	-2	?	6%	2%	2%	-11	2%	12	0%	-11
CC(=O)c1sc(Nc2ccc(C)cc2)nc1C	-4	0%	3%	0%	11%	-8	1%	-4	1%	4
O=C(COC(=O)c1n[nH]c2ccccc12)Nc1ccccc1Br	-8	?	-4%	13%	.	-3	3%	.	1%[46.1 µM]	-9
FC(F)Oc1cccc(NC(=S)N2CCN(c3ccccn3)CC2)c1	-5	-12%	-4%	-1%	0%	-2	-1%	-4	1%	2
COc1ccc(C(=O)CC(c2ccccc2)S(=O)(=O)c2ccc(C)cc2)cc1 (stereo not drawn)	7	?	-1%	-2%	-3%	.	2%	-1	-9%[46.1 µM]	.
Cc1oc(-c2cc(F)ccc2F)nc1CN(C)Cc1ccc2nccnc2c1	-13	.	2%	4%	-6%	-12	0%	4	-4%	-2
COc1ccccc1-n1cnc2sc(C)c(C)c2c1=O	1	19%	-3%	-9%	7%	5	0%	4	9%	5
O=[N+]([O-])c1cccnc1N1CCN(c2ccccc2F)CC1	1	21%	-25%	-4%	1%	5	1%	4	8%	6
COc1ccccc1C/C(N)=N/OC(=O)COc1cccc(C)c1	-13	3%	-8%	11%	-2%	-7	1%	1	1%[46.1 µM]	-5
COc1cc(C(C)=O)ccc1OCC(=O)Nc1ccc2nc(C)sc2c1	-3	-24%	3%	-4%	11%	-9	-2%	2	-2%	-2
CCO[C@@H]1OC(C(=O)NCc2ccccc2)=C[C@H](c2ccc(Br)cc2)[C@H]1CCCO	-6	?	-15%	7%	10%	.	0%	0	5%	.
CC(NC(=O)Nc1ccc(O)cc1)(C(F)(F)F)C(F)(F)F	-8	-1%	-27%	0%	0%	29	2%	?	-4%[46.1 µM]	-5
CC(=O)c1ccc(NC(=O)C2CCC(C)(C(=O)O)C2(C)C)cc1 (stereo not drawn)	-17	11%	-16%	11%	-2%	1	-3%	4	-6%	21
Cc1ccc(NC(=O)c2cccc(F)c2)cc1S(=O)(=O)N1CCCCCC1	2	?	-2%	-9%	4%	-9	-1%	?	-1%	.
COc1ccc(/C=N/Nc2nc3ccccc3[nH]2)cc1OC	-7	?	-1%	1%	0%	10	4%	-3	0%	13
CCC1(c2ccccc2)NC(=O)N(CC(=O)Nc2ccc3c(c2)OCO3)C1=O (stereo not drawn)	3	-18%	13%	-1%	0%	6	3%	9	4%	11
CCCn1c(=O)c(C(=O)Nc2ncccc2C)c(O)c2ccccc21	-2	-6%	1%	2%	27%	3	0%	-1	0%	16
CC(NC(=O)Nc1ccc2c(c1)OCO2)c1ccncc1 (stereo not drawn)	-8	2%	10%	-4%	-6%	10	0%	3	-3%	5
CN(C)S(=O)(=O)c1ccc(C(=O)Nc2ccccc2F)cc1	2	?	-4%	2%	0%	-5	1%	14	6%	1
O=C1CCCC2=C1C(c1ccc(Br)cc1)c1c([nH]c(=S)[nH]c1=O)N2 (stereo not drawn)	10	-3%	7%	7%	10%	22	0%	-2	-5%	-6
O=C(NCCNc1ccc([N+](=O)[O-])cc1)c1cccs1	3	-6%	-2%	1%	2%	7	0%	9	.	9
COc1ccc(/C(O)=C2/C(=O)C(=O)N(Cc3cccnc3)C2c2ccco2)cc1OC (stereo not drawn)	6	13%	8%	-1%	1%	-4	1%	0	-8%	-17
C=CCn1c(=NC(=O)c2cccs2)sc2cc(NC(C)=O)ccc21	-6	?	-6%	1%	-1%	-5	2%	0	-3%	1
O=C(NNC1=Nc2cccc3cccc1c23)c1ccccc1Br	-5	10%	5%	-6%	-3%	-4	2%	3	-4%	-4
Cc1nnc(N2CCCC(C(=O)NCc3cccc(F)c3)C2)c2nn(-c3ccccc3)c(C)c12 (stereo not drawn)	11	?	-2%	-1%	-3%	-32	3%	?	-1%	9
O=C(NC(=S)Nc1ccccc1N1CCCC1)c1cccc(F)c1	2	-7%	2%	6%	-2%	-9	2%	17	-10%	3
Cc1ccc(SC(C)C(=O)N2CCN(c3ccccc3)CC2)cc1 (stereo not drawn)	2	-6%	-23%	8%	0%	-23	0%	?	1%	0
Cc1cccc(OCCCn2c(CCNC(=O)C(C)C)nc3ccccc32)c1	-3	?	-6%	0%	2%	5	-8%	?	4%[46.1 µM]	-1
O=C(Nc1c(C(=O)NCc2ccco2)cnn1-c1ccccc1)c1cccc(F)c1	-8	?	12%	?	0%	4	1%	?	4%	-3
COc1ccc(C2=NN(C(=O)CCC(=O)O)C(c3ccccc3F)C2)cc1 (stereo not drawn)	-8	?	10%	8%	-1%	-5	2%	1	.	-8
O=C(N/N=C/c1ccco1)C1CC(=O)N(c2ccccc2)C1 (stereo not drawn)	-8	6%	4%	1%	7%	-29	-1%	-3	-4%	-25

Compound activity as filed in PubChem.

An excerpt; rates above refer to the full screens.
